Screening results as filed in PubChem.
TRPC6 activator = activates the mouse TRPC6 cation channel; HEK293-TRPC6 membrane potential dye fluorescence; active compounds read high; AID 2550; B-score at 10 µM; 310,000 compounds, 0.13% hits; Q61143;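 active = B-score of the integrated fluorescence ratio above library mean plus 3 SD, and starting fluorescence ratio within library mean plus 5 SD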;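 note: higher score means more depolarization so channel activation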
TMEM16A act = activators or potentiators of mouse TMEM16A chloride channel | Q8BHY3 | HEK293 TMEM16A/YFP-H148Q/I152L, iodide quench fluorescence; active compounds read low | B-score at 10 µM | 340,000 compounds, 0.3% hits;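 active = fluorescence-ratio B-score plate-corrected deviation score at least 3 library SD below zero, with starting fluorescence score within 5 deviations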;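 note: channel opened by trigger with iodide after compound preincubation; score built on the fluorescence ratio of max minus min over baseline; more negative score means more quench and so TMEM16A activation or potentiation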
Target sequence (Q8BHY3 whole entry, looked up): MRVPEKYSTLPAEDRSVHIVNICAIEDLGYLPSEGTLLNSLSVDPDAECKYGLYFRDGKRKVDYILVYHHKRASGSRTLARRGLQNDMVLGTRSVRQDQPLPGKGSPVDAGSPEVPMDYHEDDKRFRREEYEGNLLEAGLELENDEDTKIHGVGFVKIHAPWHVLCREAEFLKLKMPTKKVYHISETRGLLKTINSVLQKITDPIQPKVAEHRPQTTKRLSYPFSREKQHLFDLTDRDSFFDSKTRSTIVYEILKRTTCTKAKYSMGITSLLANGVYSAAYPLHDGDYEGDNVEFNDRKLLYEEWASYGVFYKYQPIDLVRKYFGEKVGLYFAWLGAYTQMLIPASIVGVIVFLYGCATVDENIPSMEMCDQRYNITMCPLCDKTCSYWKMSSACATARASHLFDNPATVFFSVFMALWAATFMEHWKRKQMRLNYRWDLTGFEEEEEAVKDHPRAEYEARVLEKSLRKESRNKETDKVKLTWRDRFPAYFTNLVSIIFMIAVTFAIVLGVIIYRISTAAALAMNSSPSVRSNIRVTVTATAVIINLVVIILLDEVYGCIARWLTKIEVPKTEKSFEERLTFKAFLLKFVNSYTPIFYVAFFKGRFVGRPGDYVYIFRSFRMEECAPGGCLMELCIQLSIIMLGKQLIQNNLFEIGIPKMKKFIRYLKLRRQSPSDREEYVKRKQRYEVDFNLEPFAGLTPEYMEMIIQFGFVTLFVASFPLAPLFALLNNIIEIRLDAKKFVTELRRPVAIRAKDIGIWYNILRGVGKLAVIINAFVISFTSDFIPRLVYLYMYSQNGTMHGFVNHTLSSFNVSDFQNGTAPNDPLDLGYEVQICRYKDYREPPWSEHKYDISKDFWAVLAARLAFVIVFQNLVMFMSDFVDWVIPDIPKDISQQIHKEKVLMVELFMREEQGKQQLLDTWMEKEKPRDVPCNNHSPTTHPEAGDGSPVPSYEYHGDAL
RGS4 block = inhibitors of human RGS4; B-score at 10 µM; 310,000 compounds, 0.45% hits; HEK293 M3R/RGS4 inducible, Fluo-4 calcium flux; active compounds read high; triggered by carbachol at its EC20; AID 463165; P49798;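 active = B-score, a plate-corrected calcium signal, over three deviations above library mean, with baseline fluorescence within five deviations of library mean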;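 note: RGS4 expression induced by doxycycline in cells with stable M3 receptor; B-score is computed from the integrated fluorescence ratio over baseline after carbachol; higher B-score means a larger calcium signal and so more RGS4 inhibition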
Target sequence (P49798 whole entry, looked up): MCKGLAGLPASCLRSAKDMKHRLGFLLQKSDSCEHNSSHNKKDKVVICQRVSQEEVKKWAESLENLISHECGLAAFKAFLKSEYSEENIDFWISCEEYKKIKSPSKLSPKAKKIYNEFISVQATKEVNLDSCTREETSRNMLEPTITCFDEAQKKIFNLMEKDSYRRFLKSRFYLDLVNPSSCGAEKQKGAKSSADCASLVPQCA
TMEM16A inh = blocks the mouse calcium-activated chloride channel TMEM16A; HEK293 TMEM16A/YFP iodide influx fluorescence, ionomycin; 310,000 compounds, 1.2% hits; AID 588511; normalized B-score (activity score, 25-100; higher = stronger inhibition) at 10 µM;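 active = ratio plate-corrected score three or more library SD toward inhibition, starting fluorescence score within five deviations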;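 note: score derived from kinetic fluorescence span divided by baseline fluorescence per well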
TRPC6 inhibitor = blocks the mouse TRPC6 cation channel; B-score at 10 µM; HEK293-TRPC6, membrane potential dye, ACh-evoked depolarization; active compounds read low; Q61143; 310,000 compounds, 1.1% hits;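 active = B-score under library mean minus 3 SD, initial fluorescence not abnormally high, positive integrated signal ratio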;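 note: B-score derived from integrated fluorescence ratio over the kinetic read; more negative B-score means stronger inhibition of depolarization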
MrgX1 PAM = allosterically activates human MrgX1 receptor signaling; Q96LB2; 310,000 compounds, 0.63% hits; B-score at 10 µM; MrgX1-HEK293, Fluo-4 calcium flux, FDSS; active compounds read high;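 active = plate-corrected calcium response at least 3 library SD above typical, normal starting fluorescence, not activating the receptor alone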;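 note: compound read alongside a low EC10 to EC30 dose of BAM8-22 agonist; peak minus trough fluorescence over baseline measured at the second addition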
MrgX1 antagonist = human MrgX1 receptor antagonism, primary screen. Q96LB2. MRGX1-HEK293 calcium flux, Fluo-4, BAM8-22 antagonism; active compounds read low. B-score at 10 µM. 310,000 compounds, 1.3% hits. AID 588676;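 active = calcium-response B-score plate-corrected more than 3 library SD below zero, starting fluorescence within 5 deviations, no agonist response on first addition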;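 note: peak minus trough fluorescence over baseline after final BAM8-22 challenge near maximal dose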
MrgX1 agonist = human MrgX1 receptor agonism, primary screen. Q96LB2. MrgX1-HEK293 cells, Fluo-4 calcium fluorescence, agonist mode; active compounds read high. B-score at 10 µM. 310,000 compounds, 0.44% hits. AID 588627;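 active = calcium response B-score plate-corrected fluorescence ratio at least 3 library SD, with starting fluorescence B-score inside 5 SD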
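Material: HEK293 cells stably expressing human MrgX1 receptor | Quantity: 15,000 cells per well | Times: Cells plated overnight, dye loaded 0.5 h 37 °C, 0.5 h room temperature | Measured by: Kinetic Fluo-4 NW fluorescence of intracellular calcium | Control set: Positive and negative controls per plate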
RGS4 act = RGS4 potentiation or activation; 310,000 compounds, 0.92% hits; HEK293 M3R/inducible RGS4, carbachol calcium flux Fluo4; active compounds read low; B-score at 10 µM;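 active = B-score of the integrated calcium signal more than 4 SD below the library mean, with starting fluorescence not abnormally high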;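 note: negative B-score means reduced calcium response which marks RGS4 activation or potentiation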
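Material: Inducible-RGS4 HEK293 cells carrying M3 receptor; also added: carbachol at ECmax as muscarinic agonist stimulus; incubation: compound preincubation 20 min at room temperature before agonist; signal: Fluo4-AM (2 µM) calcium-flux fluorescence, kinetic read; measure: integrated calcium ratio converted to B score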
SKKanGAS inh = blocks kanamycin growth of S. pyogenes SKKanGAS strain; BacTiter-Glo, 6 h; inhibition, % at 7.5 µM; AID 1662; 300,000 compounds, 1.3% hits;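 active = mean replicate score, as percent of positive control median, at least 50; inconclusive = mean below 50 but one replicate at or above 50; inactive = mean and every replicate below 50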;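 note: strain carries kanamycin resistance gene driven by streptokinase promoter and grows in 40 µg/ml kanamycin; loss of luminescence reflects streptokinase promoter inhibition or plain growth inhibition; 0% = median of DMSO wells and 100% = positive control at its reference dose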
HDAC3 inh = blocks human histone deacetylase 3; O15379; recombinant HDAC3, fluorogenic peptide/trypsin coupled, fluorescence; inhibition, % at 8.3 µM; 320,000 compounds, 0.15% hits; AID 2718; in the data active = inhibition above about 26%, passing the limit was not always enough; inconclusive = no clear call, values can overlap the other calls
* hit, by the source's call; i = inactive; ? = inconclusive; nt = no result given.

SMILES	TRPC6 activator	TMEM16A act	RGS4 block	TMEM16A inh	TRPC6 inhibitor	MrgX1 PAM	MrgX1 antagonist	MrgX1 agonist	RGS4 act	SKKanGAS inh	HDAC3 inh
c1ccc2c(c1)ccc1ncccc12	i	i	i	i	i	i	i	i	i	-17.5	0.3
CNCc1c(OCc2ccc(F)cc2)ccc2ccccc12	i	i	i	i	i	i	i	i	i	9.0	3.0
O=C(CSc1nnnn1-c1cccc2ccccc12)Nc1ccc(C(=O)O)cc1	i	i	i	i	i	i	i	i	i	1.9	-5.0
O=[N+]([O-])c1ccc(NCc2ccccn2)nc1	i	i	i	i	i	i	i	i	i	8.1	4.1
Cc1oc2c(cc(NS(=O)(=O)c3ccc(C(C)C)cc3)c3ccccc32)c1C(=O)O	i	i	i	i	i	i	i	i	-8.58*	17.8	4.3
Cc1ccccc1NC(=O)CCN1C(=O)c2ccccc2C1=O	i	i	i	i	i	i	i	i	i	1.1	-1.3
COCC(=O)Nc1cc(C)cn(Cc2ccccc2Cl)c1=O	i	i	i	i	i	i	i	i	i	0.6	-2.4
O=C(COC(=O)/C=C/c1ccccc1)Nc1cc(C(F)(F)F)ccc1N1CCOCC1	i	i	i	i	i	i	i	i	i	24.5	2.7
Cc1ccc(-c2ccccc2NC(=O)C2C3C=CC(C3)C2C(=O)O)o1 (centres undefined)	i	i	i	i	i	i	i	i	i	-8.5	5.5
COC(=O)C1=CN(c2ccc(Cl)cc2)C=C(C(=O)OC)C1c1ccc([N+](=O)[O-])cc1	i	i	i	i	i	i	i	i	i	15.2	2.2
CCOC(=O)C1Cn2c(nc3c(c2=O)C(C)(C)Cc2ccccc2-3)S1 (centres undefined)	i	i	i	i	i	i	i	i	i	1.0	0.6
Cc1c(N=C2NN=C(c3c[nH]c4ccccc34)CS2)c(=O)n(-c2ccccc2)n1C	i	i	i	i	i	i	i	i	i	-3.6	nt
COc1ccc(CNC(=O)CN(Cc2ccc(F)cc2)C(=O)c2csnn2)cc1	i	i	i	i	i	i	i	i	i	-1.6	2.1
CCN(CCCNC(=O)CN(C)S(=O)(=O)c1cccc2nsnc12)c1ccccc1	i	i	i	i	i	i	i	i	i	-2.9	-1.1
O=S(=O)(Nc1nc2ccccc2nc1NCc1ccco1)c1ccc(F)cc1	i	i	i	i	i	i	i	i	i	-1.3	-4.7
Clc1ccc(CON/C=N/c2ncnc3sccc23)cc1	i	i	i	i	i	i	i	i	i	-1.8	8.2
Cc1ccccc1Nc1cc(=O)oc2ccccc12	i	i	i	i	i	i	i	i	i	-3.8	-0.2
CCCCN1C(=O)C(O)(CC(=O)c2ccccc2OC)c2ccccc21 (centres undefined)	i	i	i	i	i	i	i	i	i	-1.6	1.3
CCCN(CCC)C(=O)Nc1cc(Cl)ccc1OC	i	i	i	i	i	i	i	i	i	-0.3	-0.6
CCn1cc(C(=O)OCC(=O)NCc2ccccc2Cl)c(=O)c2ccc(C)nc21	i	i	i	i	i	i	i	i	i	-9.9	-0.3
CC1=C(C(=O)Nc2ccccc2F)C(c2ccsc2)C2=C(CC(C)(C)CC2=O)N1 (centres undefined)	i	i	i	i	i	i	i	i	i	12.8	-9.7
COc1cccc(C(=O)Nc2cccc(-c3nnc(-c4ccco4)o3)c2)c1	i	i	i	25*	i	i	-5.51*	i	i	2.1	-1.8
COc1ccc(C(=O)N2CCNC(=O)C2CC(=O)Nc2ccc(C)cc2)cc1 (centres undefined)	i	i	i	i	i	i	i	i	i	-0.3	-10.4
CCOC(=O)c1nc2c(ccc3ccccc32)cc1C	i	i	i	i	i	i	i	i	i	-13.0	-9.7
CS(=O)(=O)N1CCN(c2ccc(C(=O)NC3C4CC5CC(C4)CC3C5)cc2[N+](=O)[O-])CC1 (centres undefined)	i	i	i	i	i	i	i	i	i	-1.9	-14.5
Cc1cc(C)nc(SCC(=O)NN)n1	i	i	i	i	i	i	i	i	i	-18.5	1.1
CC12CCC(=O)N1C(C(=O)NCc1ccccc1Cl)CS2 (centres undefined)	i	i	i	i	i	i	i	i	i	-1.5	2.2
CCOC(=O)Cc1nc(-c2ccccc2)n[nH]1	i	i	i	i	i	i	i	i	i	-0.3	-0.8
C=CC1CN(C(=O)OCC(Cl)(Cl)Cl)C2CC3c4ccc(OC)cc4NC3C3CC1C2CO3 (centres undefined)	i	nt	i	i	i	i	i	i	i	28.6	6.2
O=Cc1ccc(C(=O)OCC(=O)NCCC2=CCCCC2)cc1	i	i	i	i	i	i	i	i	i	-2.3	-3.2
CCOc1ccc(C2NC(=O)NC(C)=C2C(=O)OC)cc1C (centres undefined)	i	i	i	i	i	i	i	i	i	0.3	-2.3
COc1ccc(/C=C(/C#N)C(=O)Nc2cccc([N+](=O)[O-])c2)cc1C(=O)O	i	i	i	i	i	i	i	i	i	-3.2	-3.1
COc1ccccc1C1(CC(=O)N2CCOCC2)CCOC(C(C)C)C1 (centres undefined)	i	i	i	i	i	i	i	i	i	-4.4	2.1
CCC1CCCCN1C(=O)CSc1nc2c(c(=O)n1C)SC(C)C2 (centres undefined)	i	i	i	i	i	i	i	i	i	-0.1	-1.6
CCCCN(Cc1cc2ccccc2[nH]c1=O)C(=O)c1ccccn1	i	i	i	i	i	i	i	i	i	-3.7	0.4
O=C1CC(c2ccsc2)Sc2ccccc2N1 (centres undefined)	i	i	i	i	i	i	i	i	i	0.3	?
CC1CC(C)(C)NC(=S)N1CC(=O)NCc1ccc(F)cc1 (centres undefined)	i	i	i	i	i	i	i	i	i	-3.9	2.1
COC(=O)c1ccc(COC(=O)CCC(=O)c2cccs2)cc1	i	i	i	i	i	i	i	i	i	-2.2	2.1
CN(C)c1ccc(C(C[N+](=O)[O-])c2c(N)n(C)c(=O)n(C)c2=O)c(F)c1C#N (centres undefined)	i	i	22.1*	i	i	i	i	31.2*	i	1.6	5.0
CN(C)S(=O)(=O)c1cccc(NC(=O)CSc2nc3ccccc3[nH]2)c1	i	i	i	i	i	i	i	i	i	5.1	7.5
CSc1nnc(-c2ccc(C(F)(F)F)cn2)o1	i	i	i	i	i	i	i	i	i	-6.9	-4.3
COc1ccc(C(=O)C2CCCN(Cc3cnc(N4CCCC4)s3)C2)cc1OC (centres undefined)	i	i	i	i	i	i	i	i	i	5.3	-1.8
O=C(c1ccc(Cl)cc1)N1CCN(c2ccnc3cc(Cl)ccc23)CC1	i	i	i	nt	i	nt	nt	nt	i	-3.9	nt
O=C(O)C1=C(OCc2ccc(F)c(F)c2)C(=O)NCC1	i	i	i	i	i	i	i	i	i	-10.6	-9.3
CCCCOc1cccc(C(=O)Nc2ccc(NC(=O)c3ccco3)cc2)c1	i	i	i	i	i	i	i	i	i	6.4	2.6
CC(C)=CCCC(C)CN(C)CCc1ccccn1 (centres undefined)	i	i	i	i	i	i	i	i	i	0.6	2.0
Cc1ccc(C(=O)OCC(=O)N2CCc3ccccc32)cc1	i	i	i	i	i	i	i	i	i	-2.6	-4.1
O=C(NCc1cccs1)c1ccc(CS(=O)Cc2cccc(Cl)c2)o1 (centres undefined)	i	i	i	i	i	i	i	i	i	-1.1	-6.5
CC12CN3CC(C)(CN(C1)C3c1ccc3c(c1)OCO3)C2O (centres undefined)	i	i	i	i	i	i	i	i	i	-0.8	0.4
Cc1cc(=O)oc2c1c(C)nn2-c1nn[nH]n1	i	i	i	i	i	i	i	i	i	-5.1	0.7
COc1cc(C(=O)OCC(=O)N2CCC(Cc3ccccc3)CC2)cc(OC)c1OC	i	i	i	i	i	i	i	i	i	-1.6	1.5
COc1ccc(CCN(C)Cc2c(O)ccc3cc(Br)ccc23)cc1OC	i	i	i	i	i	i	i	i	i	6.0	-1.2
CN(/N=C\c1ccc(O)c(O)c1)c1nc(-c2ccccc2)cc(-c2ccccc2)n1	i	i	i	i	i	i	i	i	i	12.5	-4.5
COc1cccc(-c2coc3c(C)c4oc(=O)c(CC(=O)O)c(C)c4cc23)c1	i	i	i	i	i	i	i	i	i	17.1	-3.0
Cc1ccc(S(=O)(=O)Nc2ccncc2)c(C)c1N(C)S(=O)(=O)c1ccc(Cl)cc1	i	i	i	i	i	i	i	i	i	18.0	3.2
O=C(NCC1CCCO1)C(c1cccs1)N(Cc1cccs1)C(=O)c1ccc(-c2ccccc2)[nH]1 (centres undefined)	i	i	i	i	i	i	i	i	i	19.2	10.7
O=C(NCCc1nnc2ccc(SCC(=O)N3CCCC3)nn12)c1ccccc1	i	i	i	i	i	i	i	i	i	-1.3	1.9
COc1cc(CN2CCCC(N3CCN(c4ccc(F)cc4)CC3)C2)ccc1F (centres undefined)	i	i	i	i	i	i	i	i	i	0.6	2.0
Cc1ccc(N2C(=O)C(c3c(C)[nH]n(-c4ccccc4)c3=O)(C(F)(F)F)C3=C2CC(C)(C)CC3=O)cc1 (centres undefined)	i	i	i	i	i	i	i	i	i	-0.8	10.0
N#Cc1cccc(CN2CCC(=O)N(CCO)CC2)c1	i	i	i	i	i	i	i	i	i	3.8	0.6

Remaining list, next part:
SMILES	TRPC6 activator	TMEM16A act	RGS4 block	TMEM16A inh	TRPC6 inhibitor	MrgX1 PAM	MrgX1 antagonist	MrgX1 agonist	RGS4 act	SKKanGAS inh	HDAC3 inh
CC(=O)Nc1ccc(S(=O)(=O)NCC(=O)OCC(=O)NC23CC4CC(CC(C4)C2)C3)cc1	i	i	i	i	i	i	i	i	i	-5.6	-2.4
CC1(C)OC(=O)N(c2ccccc2)C12C=Cc1c(ccc3ccccc13)O2 (centres undefined)	i	i	i	i	i	i	i	i	i	21.8	-8.0
CCOC(=O)N1CCN(CC(=O)c2c(C)[nH]c3ccccc23)CC1	i	i	i	i	i	i	i	i	i	-4.1	-7.2
Cn1c(NCCCN2CCOCC2)nc2c1c(=O)n(Cc1ccc(Cl)c(Cl)c1)c(=O)n2C	i	i	i	i	i	i	i	i	i	17.3	2.0
Cc1ccc(SCc2cc(=O)[nH]c(/N=C(\N)Nc3cccc4ccccc34)n2)cc1	i	i	i	i	i	i	i	i	i	-12.3	-2.0
CCN(C(=O)COC(=O)CSc1ccc(C(N)=O)cc1[N+](=O)[O-])C1CCCCC1	i	i	i	i	i	i	i	i	i	-1.8	14.6
CCC(=O)Nc1nnc(/C=C/c2ccc(OC)cc2)s1	i	i	i	i	i	i	i	i	i	35.5	-6.3
COc1ccc(C(C#N)(CCC#N)CCC#N)cc1OC	i	i	i	i	i	i	i	i	i	-0.7	5.8
O=C(Nc1nnc(-c2ccncc2)o1)c1ccc(Br)s1	i	i	i	i	i	i	i	i	i	53.3*	-0.8
Cc1nc2nc(-c3ccccc3)[nH]n2c(=O)c1C	i	i	i	i	i	i	i	i	i	-2.4	-7.5
